SENP1 inh = human SENP1 catalytic domain inhibitors, primary screen, biochemical, FRET, uHTS; inhibition, % at 10 µM; recombinant SENP1 catalytic domain, CyPet-SUMO1-YPet FRET cleavage; AID 624204, 2012; hit rate 0.21% among 360,000;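 active means inhibition at least 30% at 10 µM, raw YFP signal under a set limit, fluorescence ratio 0.5 to 1.5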;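 further: 0% = enzyme with DMSO and 100% = no enzyme wells; some results filed as inactive read as strong as hits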
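Assay system: hSENP1 catalytic domain, recombinant. Amount: SENP1 enzyme, 20 pM final. Schedule: 50 min reaction, RT, dark. Technique: FRET, CFP and YFP emission. Control set: no-enzyme wells low, DMSO-plus-enzyme wells high control.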
PfG6PD inh = PfG6PD enzyme inhibitors, primary screen, biochemical, fluorescence intensity, uHTS; inhibition, % at 20 µM; glucose-6-phosphate dehydrogenase-6-phosphogluconolactonase (Plasmodium falciparum 3D7); hit rate 0.78% among 350,000; AID 504690, 2011; PfGluPho enzyme, NADPH resazurin-diaphorase fluorescence;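 active means inhibition reaching at least a set limit at 20 µM in the primary screen, cut at about 59% in these data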;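 further: 0% = DMSO wells with substrate and 100% = DMSO wells lacking glucose-6-phosphate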
NLRP3 yeast inh = NALP3 inflammasome inhibitors in reconstituted yeast, primary screen, luminescence, uHTS; Yeast reconstituted NLRP3/ASC/caspase-1, beta-gal luminescence, 24 h; inhibition, % at 10 µM; hit rate 0.39% among 330,000;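 active means inhibition of 50% or more; inactive means inhibition below 50%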;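 further: plate controls were induced DMSO wells for no effect and uninduced yeast grown without galactose for full effect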
SENP7 block = SENP7 protease inhibitors, primary screen, biochemical, luminescence, uHTS; recombinant SENP7, Z-RLRGG-aminoluciferin luminescence, 40 min; Sentrin-specific protease 7 (Homo sapiens), Q9BQF6; AID 434973, 2010; hit rate 1.5% among 330,000; inhibition, % at 5 µM;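 active means inhibition above about 50% at the single test dose, limit read from the data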;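 further: plate controls were DMSO with enzyme for no effect and no enzyme buffer wells for full effect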
Target sequence (Q9BQF6 706-1050 limits assumed): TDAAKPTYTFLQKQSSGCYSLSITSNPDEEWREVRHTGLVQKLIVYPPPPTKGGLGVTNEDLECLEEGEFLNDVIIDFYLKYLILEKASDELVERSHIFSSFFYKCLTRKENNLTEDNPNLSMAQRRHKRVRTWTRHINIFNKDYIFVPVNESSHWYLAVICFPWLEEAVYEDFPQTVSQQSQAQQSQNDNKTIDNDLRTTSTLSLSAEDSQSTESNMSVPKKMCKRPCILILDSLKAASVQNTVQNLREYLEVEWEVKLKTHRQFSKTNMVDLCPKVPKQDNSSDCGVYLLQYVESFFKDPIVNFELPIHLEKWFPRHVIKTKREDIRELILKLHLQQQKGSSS
Apaf1 inhib = inhibitors of human Apaf-1 apoptosome, primary screen, biochemical, DEVD-Rh110 fluorescence, uHTS | inhibition, % at 20 µM | Apoptotic protease-activating factor 1 (Homo sapiens), O14727 | reconstituted apoptosome caspase-3 activity | hit rate 0.71% among 330,000 | AID 489030, 2010; active means inhibition of at least 40% at 20 µM;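 further: plate controls were DMSO wells for no effect and DEVD-CHO caspase inhibitor wells for full effect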
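Assay system – apoptosome proteins · Medium – Hepes buffer, pH 7.5 · Also added – cytochrome c with DEVD-Rh110 · Timing – 30 min compound preincubation, 50 min activation, room temperature · Detection – Rh110 fluorescence, excitation 480 nm, emission 540 nm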
HKDC1 inh = HKDC1 hexokinase inhibitors, primary screen, biochemical, fluorescence, uHTS; recombinant HKDC1, G6PDH/diaphorase resazurin coupled fluorescence; inhibition, % at 20 µM; hit rate 0.16% among 340,000;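 active means inhibition above about 35% when tested at 20 µM, limit read from the data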;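 further: plate controls were DMSO wells with enzyme for no effect and DMSO wells lacking enzyme for full effect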
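Incubation: 90 min at room temperature in dark / Material: recombinant HKDC1 (HK5) hexokinase enzyme, produced in-house / Quantity: enzyme 5 µg/mL final / Compound: one dose of 20 µM, 1% DMSO / Reagent: glucose and ATP substrates / Buffer or medium: Tris pH 8.0 buffer with MgCl2, Tween-20, BSA, BME / Technique: resorufin fluorescence at 613 nm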
SENP8 block-1 = human SENP8 protease inhibitors, primary screen, biochemical, fluorescence, Nedd8 protein substrate, uHTS | Sentrin-specific protease 8 (Homo sapiens), Q96LD8 | recombinant SENP8 | inhibition, % at 20 µM | hit rate 0.64% among 360,000 | AID 602440, 2012; in the data active means inhibition mostly above about 40%, no sharp cut-off; inactive means mostly below about 27%
Target sequence (Q96LD8 whole entry, looked up): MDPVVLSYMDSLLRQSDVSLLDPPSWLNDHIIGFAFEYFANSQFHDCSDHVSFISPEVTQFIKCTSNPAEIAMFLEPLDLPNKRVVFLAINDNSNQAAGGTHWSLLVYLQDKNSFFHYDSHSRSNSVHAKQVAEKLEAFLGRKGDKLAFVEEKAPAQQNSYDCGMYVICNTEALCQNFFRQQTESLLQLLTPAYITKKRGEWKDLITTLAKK
SENP6 block = SENP6 protease inhibitors, primary screen, biochemical, luminescence, uHTS; Sentrin-specific protease 6 (Homo sapiens), Q9GZR1; Recombinant SENP6 catalytic domain, aminoluciferin luminescence; inhibition, % at 10 µM; hit rate 1.8% among 330,000; AID 2599, 2010;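 active means inhibition above about 50% at the single tested dose, limit read from the data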;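 further: plate controls were DMSO wells with enzyme for no effect and DMSO wells lacking enzyme for full effect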
Target sequence (Q9GZR1 628-1112 limits assumed): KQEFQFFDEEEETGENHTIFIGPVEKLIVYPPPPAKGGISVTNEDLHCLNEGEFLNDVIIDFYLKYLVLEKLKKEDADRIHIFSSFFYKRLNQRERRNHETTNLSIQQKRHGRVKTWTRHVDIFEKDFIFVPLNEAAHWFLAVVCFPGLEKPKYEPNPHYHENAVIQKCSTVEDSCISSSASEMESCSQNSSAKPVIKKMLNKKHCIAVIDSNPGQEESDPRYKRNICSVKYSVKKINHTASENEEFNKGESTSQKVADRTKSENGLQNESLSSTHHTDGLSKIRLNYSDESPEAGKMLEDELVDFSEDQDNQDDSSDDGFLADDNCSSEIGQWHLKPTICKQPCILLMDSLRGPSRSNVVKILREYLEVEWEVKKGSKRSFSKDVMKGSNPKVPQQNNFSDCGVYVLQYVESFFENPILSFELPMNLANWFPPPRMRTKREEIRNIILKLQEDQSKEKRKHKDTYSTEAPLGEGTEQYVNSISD
SENP8 block-2 = SENP8 protease inhibitors, primary screen, biochemical, luminescence; AID 2540, 2010; purified SENP8, Z-RLRGG-aminoluciferin cleavage; Sentrin-specific protease 8 (Homo sapiens), Q96LD8; inhibition, % at 10 µM; hit rate 1.2% among 330,000; in the data active means inhibition above about 50%
Active calls of the source: *; i = inactive; . = not tested or not shown.

SMILES | SENP1 inh | PfG6PD inh | NLRP3 yeast inh | SENP7 block | Apaf1 inhib | HKDC1 inh | SENP8 block-1 | SENP6 block | SENP8 block-2
CCOC(=O)c1nn(-c2ccccc2)c(=O)c2c(N)scc12 | 11 | 59 | 1 | -4 | 56* | 15 | 55* | 2 | 0
CCN(CC(=O)Nc1cc(Cl)ccc1C)C(=O)CCOc1ccccc1C | 1 | 14 | 12 | -5 | 13 | 0 | 7 | 10 | -7
CC(C)(C)n1nnnc1C(c1ccncc1)N1CCN(c2ccc(O)cc2)CC1 (stereo not drawn) | 2 | 51 | 2 | 2 | -12 | 3 | 17 | -6 | 0
CCOc1ccc2ccccc2c1CNc1nnnn1CC | 3 | -8 | 3 | 4 | 7 | -4 | 14 | -7 | 1
CN1/C(=C\C(=O)c2cncc(Br)c2)C(C)(C)c2ccccc21 | -26 | 51 | 14 | -7 | 11 | -7 | -72 | 1 | -7
CCOC(=O)c1sc(=NC(=O)c2cccc(C)c2)n(C)c1C | 2 | -3 | 4 | 9 | 0 | -4 | -31 | 4 | -3
C=CCOc1cccc(C2C(C(=O)c3cc4ccccc4o3)=C(O)C(=O)N2c2cc(C)on2)c1 (stereo not drawn) | -108 | -13 | 25 | -3 | 7 | 5 | -63 | -7 | 2
Cc1nc2c(c(C)nn2-c2ccccc2)c(C)c1C | 2 | 4 | 1 | 9 | -4 | 3 | -294 | 5 | 4
CS(=O)(=O)NCCCNc1ccc(Cl)cc1[N+](=O)[O-] | 3 | -9 | -7 | 15 | 6 | 3 | 24 | 9 | -3
Cc1cc(N2CCOCC2)ccc1/C=C1\NC(=O)N(Cc2ccccc2)C1=O | -26 | 13 | 7 | -5 | 8 | 11 | -379 | -34 | -11
COc1ccc(N(CC(=O)N/N=C(\C)CCc2ccccc2)S(=O)(=O)c2ccc(C)cc2)cc1 | -16 | 5 | -4 | 6 | -11 | -1 | 25 | -20 | 7
Cc1ncc(CN2CCCC(C(=O)Nc3ccc(-c4cscn4)cc3)C2)cn1 (stereo not drawn) | -2 | -1 | 12 | 12 | -5 | 1 | -4 | 7 | -7
COc1ccc(Br)cc1CNC(=O)C1CCN(S(=O)(=O)N2CCCC2)CC1 | 1 | 3 | 5 | 0 | -7 | -6 | 9 | -24 | 6
COc1ccc([C@H]2CC(=O)C=C(c3cc(C(F)(F)F)cc(C(F)(F)F)c3)C2)cc1 | 1 | 10 | 5 | 1 | 3 | 1 | 7 | -5 | 8
CCOc1ccc(CCNC(=O)c2cc3c(s2)CS(=O)(=O)C3)cc1OCC | -2 | -2 | 13 | 2 | 2 | -15 | 13 | -1 | 3
Cc1ccc(C(=O)NC2CC3CCC(C2)N3Cc2ccco2)cc1 (stereo not drawn) | 0 | -2 | 13 | -2 | -3 | 0 | 22 | -5 | -1
Cc1ccc(NC(=O)CCCNC(=O)c2ccc(Cl)cc2)c(O)c1 | -1 | -4 | 16 | 2 | 11 | 3 | -6 | -9 | -2
Cc1cc(Cl)ccc1NC(=O)C1COc2ccccc2O1 (stereo not drawn) | 5 | -5 | 18 | -12 | 6 | 2 | 8 | 0 | -4
CCN(CC)S(=O)(=O)c1ccc2c(c1)c(C(=O)O)cn2C | 1 | 4 | 3 | -3 | -2 | -3 | 0 | -15 | 2
NC(=O)c1ccc(C23CC4CC(CC(C4)C2)C3)o1 | 3 | -4 | 12 | -4 | -3 | -14 | 6 | 0 | -5
COC(=O)c1cccc(N(C(=O)CNC(=O)c2ccco2)C(C(=O)NC2CCCC2)c2ccco2)c1 (stereo not drawn) | 1 | -2 | 16 | -1 | 2 | 2 | 18 | -4 | -2
COc1ccc(C(=O)N(C)Cc2cnn(Cc3ccccc3)c2)cc1S(=O)(=O)N1CCOCC1 | 1 | 3 | 13 | -12 | -3 | -2 | 8 | -11 | -9
COC(=O)c1ccc(NC(=O)CCc2nnc3ccc(N4CCC5(CC4)OCCO5)nn23)cc1 | -3 | -1 | 17 | 4 | -12 | 1 | -25 | -8 | -3
COc1c(CC=C(C)C)cc(C2CC(=O)c3c(O)cc(O)cc3O2)cc1CC=C(C)C (stereo not drawn) | 4 | 18 | 21 | -4 | -1 | 6 | 23 | -8 | 0
COc1ccc2[nH]c(=O)c(CN(CCO)C(=O)c3cccs3)cc2c1 | 2 | -4 | 4 | 6 | -2 | -8 | -244 | 0 | 7
Further results:
SMILES | SENP1 inh | PfG6PD inh | NLRP3 yeast inh | SENP7 block | Apaf1 inhib | HKDC1 inh | SENP8 block-1 | SENP6 block | SENP8 block-2
Cc1cc(C)c(N2C(=O)CCCC2=O)c(Cl)c1 | 0 | -15 | 12 | 14 | -2 | -6 | 12 | 15 | 0
CC(C)N(Cc1nc2ccccc2[nH]1)C(C)C | -1 | 3 | 9 | -5 | 5 | -6 | 21 | 2 | 0
CCN(C(=O)COC(=O)Cc1cccc2ccccc12)C1CCS(=O)(=O)C1 (stereo not drawn) | 3 | -9 | 4 | 3 | 0 | 0 | 8 | -5 | 0
CCc1ccc(C2CC(=O)Nc3c2c(=O)nc2c(C)cccn32)cc1 (stereo not drawn) | 2 | 13 | -14 | 0 | -38 | 0 | -134 | -17 | -2
CCCn1nc(C(=O)OCC(=O)Nc2ccc(C)cc2)c2ccccc2c1=O | 1 | -17 | 20 | -9 | 9 | 4 | 10 | -11 | 6
CCCCC(=O)NC(c1cccc([N+](=O)[O-])c1)c1ccc2cccnc2c1O (stereo not drawn) | 1 | -17 | . | . | . | -25 | 4 | . | .
Nc1cc(S(=O)(=O)O)cc([N+](=O)[O-])c1O | 4 | 17 | 8 | 13 | -110 | -2 | 15 | 17 | 6
O=C(N/N=C/c1c[nH]c2ccccc12)c1ccn(Cc2ccc(Cl)cc2Cl)n1 | -1 | 6 | 14 | 5 | 10 | 5 | -134 | 7 | -1
CCOC(=O)c1nnn(-c2nonc2N)c1C | 3 | -9 | 0 | -5 | -2 | -8 | -2 | -4 | -12
Cc1cc(C(=O)NCCC(C)C)c2ccccc2n1 | -2 | -5 | 6 | 2 | -11 | -4 | 18 | -16 | 2
CC(C)OC(=O)CSc1nc2c(cc1C#N)CCCCC2 | -1 | -18 | 21 | 6 | -4 | -6 | -40 | -2 | -3
Cc1ccc(/C=N/NC(=O)c2nnn(-c3nonc3N)c2CN(C)c2ccccc2)s1 | -1 | 35 | 4 | 5 | 12 | 0 | 9 | 1 | 2
CCN(CC)C(=O)[C@H]1C[C@H](CC(=O)NCCN2CCOCC2)C(=O)N2CCc3c([nH]c4cc(-c5ccco5)ccc34)[C@]12C | -10 | -4 | . | 1 | 13 | 8 | -385 | . | .
COC(=O)C(C)Sc1nnc(Cc2cc(=O)[nH]c(=O)[nH]2)n1-c1cccc(OC)c1 (stereo not drawn) | 13 | 22 | 7 | 1 | -10 | 2 | -2 | 10 | 0
O=C(/C=C/c1ccc(Cl)cc1Cl)N1CCN(c2ccccc2[N+](=O)[O-])CC1 | 5 | 31 | 13 | 2 | 18 | -6 | 24 | -15 | 0
COC(=O)c1ccccc1NC(=O)CN1C(=O)c2ccccc2C1=O | 1 | 2 | -2 | -9 | -7 | 1 | -1 | -13 | -8
COc1ccc2c(c1OC)C(=O)OC2CC(=O)O (stereo not drawn) | 4 | -15 | 4 | 10 | -1 | -3 | -30 | 30 | -10
Cc1csc(SCC(=O)Nc2ccc3[nH]c(=O)[nH]c3c2)n1 | -12 | 40 | 17 | 2 | -3 | 2 | -15 | 0 | -2
O=C(c1ccc(F)cc1)N1CCCC(C(=O)N2CCc3ccccc3C2)C1 (stereo not drawn) | 1 | 10 | 12 | 2 | 2 | 3 | 24 | -4 | -4
CC(C)CC(NC(N)=O)C(=O)NCc1ccc(Cl)cc1 (stereo not drawn) | 2 | -12 | 10 | -5 | -8 | -9 | 4 | -2 | 3
CC(C)CNC(=O)NC1(C(F)(F)F)Oc2ccccc2O1 | 1 | 18 | 5 | -8 | -15 | -6 | 7 | 0 | -3
CC(=O)n1cc(N(C(=O)CCl)c2ccccc2)c2ccccc21 | 0 | -1 | 2 | -10 | 7 | 35 | -9 | -7 | -5
COc1ccc(CNC(=S)NCc2ccc(F)cc2)cc1 | 0 | 0 | 5 | 8 | 14 | -2 | 4 | -10 | 9
COCCCN(C(=O)C(C)Oc1ccc(Br)cc1)c1c(N)n(Cc2ccccc2)c(=O)[nH]c1=O (stereo not drawn) | -9 | -7 | -8 | 0 | 7 | 2 | -32 | 1 | 4
CCOC(=O)Cc1[nH]nc2c1C(c1ccoc1)C(C#N)=C(N)O2 (stereo not drawn) | -3 | -6 | -8 | 7 | -1 | 13 | 13 | -6 | 3

The last 4 entries of the part before open the next one:
SMILES | SENP1 inh | PfG6PD inh | NLRP3 yeast inh | SENP7 block | Apaf1 inhib | HKDC1 inh | SENP8 block-1 | SENP6 block | SENP8 block-2
CC(=O)n1cc(N(C(=O)CCl)c2ccccc2)c2ccccc21 | 0 | -1 | 2 | -10 | 7 | 35 | -9 | -7 | -5
COc1ccc(CNC(=S)NCc2ccc(F)cc2)cc1 | 0 | 0 | 5 | 8 | 14 | -2 | 4 | -10 | 9
COCCCN(C(=O)C(C)Oc1ccc(Br)cc1)c1c(N)n(Cc2ccccc2)c(=O)[nH]c1=O (stereo not drawn) | -9 | -7 | -8 | 0 | 7 | 2 | -32 | 1 | 4
CCOC(=O)Cc1[nH]nc2c1C(c1ccoc1)C(C#N)=C(N)O2 (stereo not drawn) | -3 | -6 | -8 | 7 | -1 | 13 | 13 | -6 | 3
CN(C)c1ccc(/C=N\S(=O)(=O)c2ccccc2)cc1 | -5 | 30 | 16 | -8 | 12 | 1 | -122 | -7 | -7
Cc1ccc(CN2CCC(n3nccc3NC(=O)c3ccc4c(c3)OCO4)CC2)o1 | 1 | -1 | 3 | 3 | 2 | -4 | 7 | 0 | 4
CCc1ccc(S(=O)(=O)Nc2cccc(-c3ccc4nncn4n3)c2)s1 | 2 | -20 | 2 | -11 | -2 | 8 | 2 | -5 | -10
Cc1nnc2sc(-c3ccc(-c4ccc(Cl)c(C(F)(F)F)c4)o3)nn12 | 7 | 18 | -29 | 2 | 10 | 3 | i | -8 | 0
O/N=C/Cc1[nH]c2ccccc2c1-c1ccccc1 | -3 | 10 | 35 | -11 | 3 | 0 | 16 | -14 | -9
COCCNc1nc(-c2cc(-c3ccc(Cl)cc3)on2)cc(C(C)C)n1 | -2 | 24 | 0 | -16 | 27 | 6 | -487 | -22 | -18
CC(C)(C)c1cc(NC(=O)c2cccs2)no1 | 3 | 5 | 39 | 95* | 4 | 1 | 2 | 89* | 88*
